HTR5A inv ctr: HTR5A inverse agonism, opioid heterodimer counter-screen. P47898. HTR5A cell line, luminescence. inhibition, % at 9.3 µM. actives 0.083% (n = 340,000). AID 504634; in the data active = inhibition mostly above about 23%, no sharp cut-off; inactive = mostly below about 18%;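 also: 0% = cells with DMSO and 100% = no-cell wells with DMSO; some compounds called inactive have numbers as strong as hits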
Target sequence (P47898 whole entry, looked up): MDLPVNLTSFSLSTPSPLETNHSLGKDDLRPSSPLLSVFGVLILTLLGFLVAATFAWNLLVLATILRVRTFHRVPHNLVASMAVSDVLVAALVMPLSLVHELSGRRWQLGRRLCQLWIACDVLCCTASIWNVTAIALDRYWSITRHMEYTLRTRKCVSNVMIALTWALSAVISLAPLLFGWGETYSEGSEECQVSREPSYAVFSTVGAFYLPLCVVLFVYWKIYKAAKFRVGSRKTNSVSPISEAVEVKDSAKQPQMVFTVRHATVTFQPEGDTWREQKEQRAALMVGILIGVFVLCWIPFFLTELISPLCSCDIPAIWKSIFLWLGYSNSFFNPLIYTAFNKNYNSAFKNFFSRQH
AddAB inh: less growth of phage-infected E. coli with AddAB; E. coli expressing H. pylori AddAB, absorbance growth; inhibition, % at 11.9 µM; actives 0.29% (n = 330,000); AID 435030; in the data active = inhibition above about 12%;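 also: 0% = vehicle wells of infected cells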
phage Ecoli inh: E. coli growth loss with phage present | actives 0.26% (n = 360,000) | AID 651602 | growth absorbance | inhibition, % at 11.9 µM; in the data active = inhibition above about 11%
PKA-R2B activ: activates the human PKA-R2B holoenzyme complex. actives 0.079% (n = 340,000). P22694+P31323. PKA-R2B holoenzyme dissociation, Cy5-IP20 fluorescence polarization; R2B truncated from residue 108, S112A mutant; 0% DMSO only, 100% 113 µM cGMP. activation, % at 11.4 µM;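 active = activation above a cutoff set at the mean over all compounds plus 3 SD, cut at about 18% in these data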;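 also: higher means more holoenzyme dissociation and a rise in polarization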
Target sequence (P31323 whole entry, looked up, other chains not shown, the tested form may be a part): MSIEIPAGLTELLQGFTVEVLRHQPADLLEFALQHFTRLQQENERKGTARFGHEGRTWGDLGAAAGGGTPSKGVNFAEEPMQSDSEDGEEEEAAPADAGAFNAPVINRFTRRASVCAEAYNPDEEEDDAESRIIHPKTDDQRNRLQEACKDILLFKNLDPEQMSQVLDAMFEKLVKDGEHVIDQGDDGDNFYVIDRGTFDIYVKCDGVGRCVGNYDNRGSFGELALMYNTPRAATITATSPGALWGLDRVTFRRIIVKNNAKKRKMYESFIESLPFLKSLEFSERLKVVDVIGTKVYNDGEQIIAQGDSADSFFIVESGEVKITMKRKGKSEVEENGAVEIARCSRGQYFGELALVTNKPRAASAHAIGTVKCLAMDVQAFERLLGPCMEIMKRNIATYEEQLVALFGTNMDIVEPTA
OPRM1-OPRD1 ag: OPRM1-OPRD1 heterodimerization agonism; AID 504326; activation, % at 9.3 µM; P35372+P41143; actives 0.3% (n = 340,000); cells, luminescence; in the data active = activation above about 18%;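 also: 0% = vehicle-treated cells and 100% = reference agonist; values of inactives mirror those of a sister screen read the other way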
PfHsp90 yeast 2: inhibits growth of yeast expressing Plasmodium falciparum Hsp90. S. cerevisiae expressing PfHsp90, BacTiter-Glo ATP, 48 h; yeast lacking PDR1 and PDR3 efflux regulators. inhibition, % at 9.4 µM. actives 0.32% (n = 310,000). AID 504621;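 active = every replicate shows inhibition above about 80%, whatever the replicate mean, limit read from the data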;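 also: 0% = DMSO neutral controls and 100% = 20 µM radicicol positive controls; yeast relying on Plasmodium falciparum Hsp90 in place of its own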
PKA-R1A act: activates the PKA-R1A holoenzyme complex; PKA-R1A dissociation, Cy5-IP20 fluorescence polarization; scaled: DMSO 0%, 113 µM cGMP 100%; activation, % at 11.4 µM; actives 0.083% (n = 340,000); AID 504707;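 active = percent activation above the mean of all tested compounds plus 3 SD, cut at about 19% in these data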;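 also: higher means more PKAc released from R1A so a rise in polarization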
MOR-DOR inv ag: inverse agonist of human OPRM1-OPRD1 heterodimerization; P35372+P41143; cell-based MOR-DOR heterodimer luminescence, inverse agonism; inhibition, % at 9.3 µM; actives 0.21% (n = 340,000); AID 504357; in the data active = inhibition above about 22%, passing the limit was not always enough;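 also: 0% = cells with DMSO and 100% = wells without cells with DMSO; values of inactives mirror those of a sister screen read the other way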
SUMO Mot1 rescue: SUMOylation pathway inhibition by Mot1-301 growth rescue; S. cerevisiae Mot1-301 growth rescue, ATP luminescence, 38.5C; percent above DMSO median, 100 means doubled; growth rescue, % at 18.8 µM; actives 1% (n = 320,000); AID 2716;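 active = every valid replicate shows activation above 250% relative to neutral control wells; inactive = the rest, any valid replicate at or below 250%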;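 also: OY570 slx delta 5 strain wells were the positive control but not used for scaling; some compounds called inactive have numbers as strong as hits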
Tat export inh: inhibitors of E. coli Tat protein transport | AID 488895 | inhibition, % at 10 µM | actives 0.036% (n = 340,000) | E. coli MC4100 TorA-mCherry Tat export, fluorescence;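 active = mean replicate inhibition at least 50% and at least half of replicates individually reaching 50%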;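 also: exported cargo escapes ClpAP degradation while cytoplasmic cargo is degraded and loses fluorescence; 0% = median of neutral control wells and 100% = median of NaSCN control wells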
Ecoli viability: bacterial growth inhibition, counter-screen for AddAB inhibitors; E. coli V3065 growth, OD600 absorbance, 18 h; actives 0.27% (n = 330,000); inhibition, % at 11.9 µM; AID 449728;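 active = inhibition above the campaign's mean inhibition across all tested compounds plus 3 SD, cut at about 9.9% in these data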;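 also: uninfected addAB+ strain grown without phage in ampicillin broth; 0% = DMSO wells and 100% = ciprofloxacin 0.95 µg/ml wells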
Starred values were filed as active, the others as inactive; . = not tested or not shown.

compound	HTR5A inv ctr	AddAB inh	phage Ecoli inh	PKA-R2B activ	OPRM1-OPRD1 ag	PfHsp90 yeast 2	PKA-R1A act	MOR-DOR inv ag	SUMO Mot1 rescue	Tat export inh	Ecoli viability
CCN(CC)S(=O)(=O)c1cc(NC(=O)C(C)Nc2ccccc2N2CCOCC2)ccc1C (stereo not drawn)	7.4	-0.3	3.0	-10.2	0.4	7.2	-17.4	-2.0	-10.5	4.4	0.9
CCc1[nH]nc(C(=O)NC2CCCc3c2cnn3-c2cc(C)cc(C)c2)c1C (stereo not drawn)	1.3	1.3	1.1	-0.7	0.8	-12.7	0.9	-4.3	-1.1	-8.2	2.0
COc1ccc(OCCC(=O)OCC(=O)c2ccc[nH]2)cc1	6.1	0.3	4.6	-7.9	-2.5	-5.9	-0.5	12.6	16.1	-1.5	2.4
CCc1c(C(=O)N/N=C/c2ccco2)nnn1-c1nonc1N	-29.9	4.6	2.6	2.6	-3.4	12.6	-7.8	18.0	-15.0	-2.5	1.4
COc1ccc(CN(C)CC2CCCN(CCc3ccc(F)cc3)C2)c(OC)c1OC (stereo not drawn)	-30.0	6.2	1.7	-18.5	1.9	14.3	-11.7	-9.7	9.4	7.7	1.2
Cn1c(=O)c2c(nc(Oc3ccc(-c4ccccc4)cc3)n2C)n(C)c1=O	9.3	2.8	2.3	6.7	-2.5	-5.2	-7.9	14.9	12.5	1.7	1.2
COCCCN1C(=O)C(=O)/C(=C(/O)c2ccccc2)C1c1ccc(N(C)C)cc1 (stereo not drawn)	12.5	-0.6	-0.8	-4.7	-0.7	-21.7	-2.5	3.9	25.4	-3.7	-1.2
CN(C(=O)COC(=O)c1ccc2ccccc2n1)C1CCS(=O)(=O)C1 (stereo not drawn)	11.8	2.8	2.9	-5.8	-0.4	-19.8	-3.1	2.0	8.0	-2.7	-1.2
Cc1cccc(NC(=O)C(Cc2ccccc2)c2nn[nH]n2)c1C (stereo not drawn)	-13.7	1.9	4.3	10.5	-2.7	10.8	-1.4	13.9	-9.3	4.0	0.4
CCc1ccc(N2CN(Cc3cccnc3)CNC2=S)cc1	18.3	0.0	1.8	-4.2	-2.4	1.2	-23.2	12.9	-19.3	0.3	-0.2
COc1ccccc1NC(=O)c1ccccc1S(=O)(=O)c1ccccc1[N+](=O)[O-]	-6.3	1.6	3.4	3.9	0.1	-11.9	1.5	-0.5	-1.6	-5.1	0.9
COc1ccc2cc(C(=O)C3CCCN(C(=O)Cc4c(C)noc4C)C3)ccc2c1 (stereo not drawn)	-15.3	1.1	-1.9	3.0	1.4	1.5	-1.7	-7.3	-18.6	-1.7	-2.3

Some of these compounds in order of the Tat export inh value, largest number first:
SMILES,Tat export inh
Cn1c(=O)c2c(nc(Oc3ccc(-c4ccccc4)cc3)n2C)n(C)c1=O,1.7
CCc1ccc(N2CN(Cc3cccnc3)CNC2=S)cc1,0.3
COc1ccc2cc(C(=O)C3CCCN(C(=O)Cc4c(C)noc4C)C3)ccc2c1 (stereo not drawn),-1.7
COc1ccccc1NC(=O)c1ccccc1S(=O)(=O)c1ccccc1[N+](=O)[O-],-5.1

A few values from the list.
`CCc1ccc(N2CN(Cc3cccnc3)CNC2=S)cc1` in Ecoli viability shows -0.2
`Cn1c(=O)c2c(nc(Oc3ccc(-c4ccccc4)cc3)n2C)n(C)c1=O` in Tat export inh shows 1.7

(cont.)
compound	HTR5A inv ctr	AddAB inh	phage Ecoli inh	PKA-R2B activ	OPRM1-OPRD1 ag	PfHsp90 yeast 2	PKA-R1A act	MOR-DOR inv ag	SUMO Mot1 rescue	Tat export inh	Ecoli viability
COC(=O)Cc1c(C)c2ccc(OCC(=O)NC3CCS(=O)(=O)C3)cc2oc1=O (stereo not drawn)	2.8	0.6	3.0	-8.2	-3.4	-17.3	-7.5	17.1	-4.5	-1.2	-0.9
CC1CCCCC1NC(=O)/C=C/c1nc2ccccc2s1 (stereo not drawn)	-2.9	5.1	2.8	4.6	-0.9	11.4	-1.6	4.8	-5.1	4.7	3.8
COc1ccc(C(=O)N2CCOC2CNC(=O)C(=O)NCc2ccc(Cl)cc2)cc1 (stereo not drawn)	-25.2	-0.3	2.7	4.9	0.7	.	-2.0	-3.6	18.6	14.2	-1.2
O=C1CN(C(=O)COC(=O)c2ccc(Br)o2)c2ccccc2N1	-18.2	-0.5	6.6	-2.6	-1.3	15.3	3.5	5.5	5.4	6.5	-2.9
O=C(Nc1cccc(F)c1)C1CCCN(C(=O)c2ccc(Cl)cc2)C1 (stereo not drawn)	-2.5	-1.1	0.5	-2.0	-0.4	3.0	0.8	1.8	8.0	-4.2	-2.8
CCOC(=O)c1cnc2c(C)cccc2c1NCCCN1CCOCC1	10.0	1.7	0.2	-0.2	-0.9	-5.8	5.6	5.2	7.4	-1.5	-2.8
O=C(Nc1cccn2ncnc12)c1ccccc1	-0.2	0.8	4.0	-3.6	-0.4	-5.2	-3.4	2.0	5.8	-0.8	-0.3
Cc1c(C)[n+](=O)c(-c2ccc(Br)cc2)c(C)n1[O-]	-3.7	2.0	-3.5	6.4	-0.2	-33.3	-1.7	1.2	-3.6	-8.6	1.5
Cc1nn(C(=O)c2cccnc2)c(C)c1Sc1ccc(Br)cc1	-27.0	-1.9	.	-3.1	5.7	10.8	-9.4	-32.5	56.7	-0.7	-1.6
N#CCCn1c(SCC(=O)NCc2ccco2)nc2ccccc21	21.5	2.9	-0.8	-1.2	-1.5	-5.3	-7.1	6.8	-13.5	2.2	-0.6
CCOC(=O)c1[nH]c(=O)[nH]c1CN(Cc1ccco1)Cc1[nH]c(=O)[nH]c1C(=O)OCC	2.3	1.6	2.1	-8.9	-3.3	-12.6	-11.9	15.3	420.7	5.8	-1.2
Cc1ccc2[nH]c(C(=O)N3CCN(C(c4ccccc4)c4ccccc4)CC3)cc2c1	-13.8	0.6	1.7	-22.2	3.4	6.9	-8.9	-17.4	-8.4	2.8	1.2
COc1cc2nncc(SC)c2cc1OC	-3.0	.	4.4	0.2	-4.8	-7.8	0.0	23.1	.	0.8	.
O=C(COc1ccccc1)N[C@@H]1c2ccccc2CC[C@@H]1O	0.5	1.7	3.2	4.0	-4.3	2.9	-3.1	20.8	.	-6.5	-0.9
CC(NC(=O)c1ccco1)C(=O)Nc1nc(-c2ccccn2)cs1 (stereo not drawn)	-4.7	-4.5	-3.9	-2.5	-1.5	1.7	-9.6	7.4	-3.6	-0.9	-3.2
O=C(CSc1nnc2scc(-c3ccccc3)n12)NCC1CCCO1 (stereo not drawn)	-18.0	-0.3	0.9	0.5	-2.0	13.5	5.5	11.5	1.4	-0.9	-1.2
Cc1ccccc1C(=O)Nc1nc2c(C)csc2c(=O)s1	-1.2	4.4	-2.0	8.9	-1.0	-19.1	-13.0	5.1	11.9	2.8	0.5
OCC(Cc1ccccc1)NCc1ccccc1C(F)(F)F (stereo not drawn)	-15.2	-0.6	2.1	-10.7	0.4	-8.6	-6.2	-2.0	-10.0	-4.5	-1.7
O=C(COc1ccc(-c2ccccc2)cc1)NN=C1CCCC1	-4.7	-0.3	-0.5	-0.9	1.7	-3.9	7.5	-8.7	-7.4	2.0	2.8
O=C(N[C@H]1C/C=C\C[C@@H](CC(=O)N(CCO)Cc2ccccc2)C(=O)N2CCC[C@@H]2COC1=O)OCC1c2ccccc2-c2ccccc21	-5.5	2.4	.	-8.0	-2.7	-7.5	3.4	15.2	1.9	-1.9	-1.2
C[C@@H](NC(=O)c1[nH]cnc1C(=O)Nc1nccs1)c1ccccc1	-11.1	2.2	2.6	-13.0	-1.0	3.4	-2.8	4.6	11.9	-6.8	0.3
CCOC(=O)C1=C(C)N(C)C(C)=C(C(=O)OCC)C1c1ccccc1	10.5	1.5	-2.2	-7.9	4.8	2.4	8.9	-26.9	-26.5	-13.9	-0.4
O=S(=O)(NCCc1ccccn1)c1ccc(F)c(F)c1	11.0	0.2	2.4	-0.8	-0.9	1.3	0.3	4.8	-23.1	-1.7	-0.4
CCCCCCCCN1[C@@H](CC(C)=O)c2cc(C(F)(F)F)ccc2S1(=O)=O	-2.7	2.4	-0.2	15.7	-0.8	.	10.6	4.2	12.3	10.8	-0.8
COc1cc([N+](=O)[O-])c(OC)cc1SCc1n[nH]c(=S)n1-c1ccc(F)cc1	11.4	0.8	0.8	-6.1	-1.4	5.0	-14.3	7.0	-12.5	3.9	-4.1
Cc1cc(CNC(=O)CCc2nnc(CCCCc3ccccc3)o2)nn1C	-10.0	1.7	3.4	9.4	0.0	12.7	11.9	-0.1	-2.9	-0.9	0.9
CC(C)N(CCNC(=O)C1CCCN(c2ncnc3c2nc2n3CCCCC2)C1)Cc1ccccc1 (stereo not drawn)	-7.6	1.2	-1.1	5.2	-2.1	-3.0	-2.6	11.2	0.6	4.8	-1.3
Cc1ccccc1OCC(=O)N/N=C/c1ccc2c(c1)OCCO2	-27.9	1.7	2.8	-9.3	-0.2	.	12.1	1.1	9.1	-3.9	0.6
CC(C)c1nc2ccc(NC(=O)C3CCCCC3)cc2[nH]1	-39.4	2.2	0.5	6.3	0.5	38.8	-9.7	-2.0	124.2	14.6	-0.6
COc1ccc(Cl)cc1NC(=O)CSc1nc(Nc2ccccc2)nc(N2CCOCC2)n1	2.7	0.8	2.0	-4.0	1.6	-1.3	-1.6	-10.9	-17.3	-1.8	-0.8
O=C(OCc1nc2ccccc2s1)c1ccc(Br)o1	-2.5	0.5	3.2	-3.6	1.0	-13.4	6.7	-5.2	8.1	11.8	-1.3
CCOC(=O)c1ccc(C(=O)OCC)c(NC(=S)Nc2ccc([N+](=O)[O-])cc2OC)c1	2.6	2.7	2.6	3.0	-1.3	-15.0	-4.8	7.5	23.5	-10.2	0.6
CCOC(=O)/C(N=Nc1c(C)n(C)n(-c2ccccc2)c1=O)=C(\C)O	28.2	6.1	3.8	2.9	-1.5	8.5	11.8	7.8	66.1	1.9	1.7
CC(=O)N1CCN(C(=O)c2cccc(NS(=O)(=O)c3ccc(Br)cc3)c2)CC1	17.9	3.8	1.5	-6.9	0.1	14.2	-6.6	-0.9	34.2	0.7	1.4
CN(c1ccccc1)S(=O)(=O)c1ccc(NC(=O)c2cccs2)cc1	-4.4	2.6	3.3	-3.7	0.4	-47.6	7.0	-2.4	0.5	-0.8	-2.2
Cc1nc2ccccc2c(=O)n1-c1cccc(NS(=O)(=O)c2ccccc2)c1	14.1	0.9	2.3	-4.8	-0.7	.	-2.9	4.4	12.4	6.1	0.1
COc1nc(OC)nc(N2CCC(C(=O)NCc3cccs3)CC2)n1	-3.1	1.0	2.2	7.0	-1.6	-6.9	-2.7	7.9	9.2	19.9	-1.7

From PubChem BioAssay
